inhibitors of VEEV – inhibitors of VEEV TC-83 cytopathic effect, confirmation, Vero cells (AID 588727). Vero cells, VEEV TC-83 cytopathic effect inhibition; higher % means a stronger effect. inhibition, % at 20 µM; hits with a dose series show IC50 in µM. 350,000 compounds, 0.13% hits; in the data active = a potency from the dose series; inconclusive = inhibition mostly from about 14% at the one dose, without a potency; inactive = the rest, 99 in 100 with inhibition below about 12%; note: strong numbers were not always called active
tuberculosis growth – growth inhibition of non-replicating M. tuberculosis (AID 488890) | Mycobacterium tuberculosis non-replicating, growth inhibition; higher % means a stronger effect | inhibition, % at 25 µM; hits with a dose series show IC50 in µM | 320,000 compounds, 0.39% hits; in the data active = a potency from the dose series; inconclusive = inhibition mostly from about 82% at the one dose, without a potency; inactive = the rest, 99 in 100 with inhibition below about 76%;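 note: plate controls were DMSO cells for no effect and high antibiotic wells for full effect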
PhoP GFP inhibition – PhoP regulon inhibitors, Salmonella typhi PhoP promoter GFP reporter, confirmatory (AID 1850). Salmonella Typhi PhoP-promoter GFP reporter, fluorescence, 4 h; higher % means a stronger effect. inhibition, % at 50 µM; hits with a dose series show IC50 in µM. 310,000 compounds, 0.33% hits; in the data active = a potency from the dose series; inconclusive = inhibition mostly from about 25% at the one dose, without a potency; inactive = the rest, 99 in 100 with inhibition below about 19%;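 note: 0% = induced wells with vehicle and 100% = uninduced wells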
H1N1 NS1A inhibition – H1N1 influenza NS1A inhibitors, functional cell based assay (AID 504329); inhibition, % at 12.5 µM; hits with a dose series show IC50 in µM; NS1A functional cell-based assay, percent inhibition; higher % means a stronger effect; 340,000 compounds, 0.3% hits; in the data active = a potency from the dose series; inconclusive = inhibition above about 27% without an active follow-up result; note: strong numbers were not always called active
H37Rv inhibition – M. tuberculosis growth inhibition, HTS (AID 449762); M. tuberculosis H37Rv growth inhibition, 7H9 media; higher % means a stronger effect; inhibition, % at 25 µM, or IC50 in µM where a hit was titrated; 330,000 compounds, 0.59% hits; in the data active = a potency from the dose series; inconclusive = inhibition above about 70% without an active follow-up result;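 note: bacterial growth assessed after seven days of incubation; strong numbers were not always called active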
inhibitors of VEEV 10K pilot screen – recorded beside inhibitors of VEEV, whose call it bears; inhibition, %; measured here: 10K pilot screen inhibition
Numbers without * were called inactive; i = inactive; u = inconclusive; x = no result given.

SMILES	inhibitors of VEEV	tuberculosis growth	PhoP GFP inhibition	H1N1 NS1A inhibition	H37Rv inhibition	others
CCc1nnc(NC(=O)C2=CCN(S(=O)(=O)c3ccccc3)CC2)s1	2.2%	3.7%	-2.6%	-10.4%	-0.7%
C=CCSc1nnc(-c2ccc(Cl)cc2Cl)o1	1.4%	u	3.4%	-21.9%	u
CS(=O)(=O)N1CC(C(=O)NN)Oc2ccc(Cl)cc21 (stereo not drawn)	5.2%	29.1%	-6.9%	-5.4%	-0.4%
N=c1c(-c2nc3ccccc3[nH]2)cc(C(=O)c2ccco2)nn1-c1ccccc1	9.4%	u	-7.7%	-2.3%	48.4%
Cc1cc(C)n(C(C)CNS(=O)(=O)c2ccccc2)n1 (stereo not drawn)	0.4%	14.1%	-17.9%	8.7%	-9.3%
O=C(CCc1nc2ccccc2c(=O)[nH]1)N1CCN(S(=O)(=O)c2cccc(F)c2)CC1	1.8%	-1.8%	-0.5%	-6.3%	-17.1%
Cc1ccc(NC(=O)COC(=O)c2ccc(S(=O)(=O)N3CCCC3)cc2)cc1	i	x	x	-2.7%	x
Cc1ccccc1-c1nc(SCc2ccccn2)c2c(=O)n(C)c(=O)n(C)c2n1	1.5%	-3.1%	-5.6%	-3.8%	5.9%
COc1ccc(NC(=O)C2=Cc3ccccc3OC2)cc1	2.6%	76.7%	5.6%	3.5%	u
Nc1cnccc1Oc1cccc(C(F)(F)F)c1	0.0%	6.4%	-3.6%	-2.0%	-0.3%
CCn1c(SCC(=O)NCCc2ccc(OC)c(OC)c2)nc2c1c(=O)n(C)c(=O)n2C	i	4.8%	-1.7%	3.5%	-4.8%
Brc1cc2c(cc1Cn1c(-c3cncs3)nc3ccccc31)OCO2	0.7%	-6.0%	4.0%	-7.6%	7.3%
O=C(Cn1nc([N+](=O)[O-])nc1Br)NC(c1ccccc1)c1ccccc1	i	-7.6%	-9.7%	4.8%	-3.9%
COc1nccnc1NS(=O)(=O)c1ccc(NCc2ccccc2O)cc1	i	61.0%	15.1%	9.4%	0.3%
CC1CCCCN1C(=O)CSc1nc2c(c(=O)n(C)c(=O)n2C)n1C (stereo not drawn)	i	-3.3%	-0.2%	5.0%	-1.8%
O=C(CCN1CCOCC1)N1CCCC(Nc2cccc(F)c2)C1 (stereo not drawn)	i	-3.9%	-19.0%	-6.8%	4.2%
O=C(C1CCC1)N1CCCc2cc(S(=O)(=O)N3CCN(c4ccccc4)CC3)ccc21	0.7%	18.0%	-3.7%	-2.6%	-0.1%
CCCCOC(=O)CCNc1n[nH]c(=O)[nH]c1=O	1.0%	-5.0%	2.0%	11.2%	-0.7%
O=C(Nc1ccncc1)c1cccc(S(=O)(=O)N2CCc3ccccc32)c1	2.7%	70.1%	4.9%	7.6%	64.0%
Cc1cccc(C)c1NC(=O)CNC(=O)c1cccc(S(=O)(=O)NCc2cccs2)c1	2.3%	-6.8%	x	-7.8%	2.0%

Overlap with the part before: 5 entries, then new ones.
SMILES	inhibitors of VEEV	tuberculosis growth	PhoP GFP inhibition	H1N1 NS1A inhibition	H37Rv inhibition	others
O=C(CCN1CCOCC1)N1CCCC(Nc2cccc(F)c2)C1 (stereo not drawn)	i	-3.9%	-19.0%	-6.8%	4.2%
O=C(C1CCC1)N1CCCc2cc(S(=O)(=O)N3CCN(c4ccccc4)CC3)ccc21	0.7%	18.0%	-3.7%	-2.6%	-0.1%
CCCCOC(=O)CCNc1n[nH]c(=O)[nH]c1=O	1.0%	-5.0%	2.0%	11.2%	-0.7%
O=C(Nc1ccncc1)c1cccc(S(=O)(=O)N2CCc3ccccc32)c1	2.7%	70.1%	4.9%	7.6%	64.0%
Cc1cccc(C)c1NC(=O)CNC(=O)c1cccc(S(=O)(=O)NCc2cccs2)c1	2.3%	-6.8%	x	-7.8%	2.0%
Brc1ccc(Oc2ccc(Br)cc2Br)c(Br)c1	0.5%	9.4%	x	-24.5%	6.1%
COc1ccc(Cn2c(O)c(C=Nc3ccc(C)cc3)c3ccccc3c2=O)cc1	i	-4.3%	-7.9%	-3.0%	-0.8%
O=C(CSc1ncccn1)NCCC1=CCCCC1	0.0%	7.9%	2.5%	-13.0%	13.5%
CCn1c(CC(=O)Nc2cccc(OC)c2)nnc1SCC(=O)Nc1nccs1	i	3.7%	-4.5%	14.4%	0.7%
CN1CCN(c2nc3c(c(=O)n(C)c(=O)n3C)n2Cc2ccc(F)cc2)CC1	0.2%	-5.0%	0.7%	-0.8%	-5.1%
Cc1cc(C)n(-c2nnc(NCc3ccc(Cl)cc3)nn2)n1	4.7%	29.5%	12.2%	13.8%	u
COc1cccc(/C=N/NC(=O)CN(CCc2ccccc2)S(=O)(=O)c2ccc(NC(C)=O)cc2)c1	11.0%	37.0%	-5.6%	0.3%	-5.7%
Cc1ccc(-n2c(N)c(C(=O)NCc3ccco3)sc2=S)cc1	0.7%	17.3%	-3.8%	5.5%	0.6%
CCN(CC)CCN1C(=O)C(=O)/C(=C(/O)c2ccc(S(=O)(=O)N3CCOCC3)cc2)C1c1ccccc1 (stereo not drawn)	0.8%	-6.4%	18.2%	6.9%	6.3%
Cc1cccc(NC(=O)c2nc[nH]c2C(=O)Nc2ccccc2[N+](=O)[O-])c1	0.8%	-13.5%	-3.5%	-4.5%	5.4%
COc1ccc2c(c1)c(C(=O)CN1CCCCC1)c(C)n2C	6.7%	8.6%	11.7%	-22.3%	0.2%
COc1ccc(NS(=O)(=O)c2cc(NC(=O)COc3ccccc3)ccc2N2CCOCC2)cc1	7.6%	37.6%	x	-15.5%	4.7%
COC(=O)NC(C)N1C(=O)C2C3C=CC(C3)C2C1=O (stereo not drawn)	0.8%	-2.0%	5.8%	-5.8%	2.5%
O=c1[nH]c(=O)n(CCc2ccc(F)cc2)c(O)c1/C=N/N1CCCCC1	3.2%	-3.5%	1.3%	-19.7%	-0.7%
Cc1cc(C)n2nc(SCC(=O)NC(=O)NCc3ccco3)nc2n1	1.0%	-20.5%	3.6%	-1.8%	-6.3%
Cc1nn2c(-c3ccc(F)cc3)ccnc2c1Br	i	1.2%	9.8%	-10.4%	-0.8%
Cc1cc2nc(-c3ccc[nH]c3=O)n(Cc3ccc(F)cc3)c2cc1C	i	34.6%	-0.3%	1.9%	10.1%
Cc1ccc(C(=O)n2cnnc2N)cc1	i	-4.5%	-1.1%	-5.2%	1.8%
COc1ccccc1NC(=O)COc1ccc(/C=N/NC(=O)CSCc2ccc(Cl)cc2)cc1	3.3%	-2.3%	-5.4%	-19.0%	1.9%
COc1cccc(-c2cc(C(F)(F)F)n3ncc(C(=O)O)c3n2)c1	1.5%	-6.7%	-2.5%	7.0%	-3.0%

Fetched by structure from the entries so far:
SMILES	inhibitors of VEEV	tuberculosis growth	PhoP GFP inhibition	H1N1 NS1A inhibition	H37Rv inhibition	others
COc1cccc(/C=N/NC(=O)CN(CCc2ccccc2)S(=O)(=O)c2ccc(NC(C)=O)cc2)c1	11.0%	37.0%	-5.6%	0.3%	-5.7%
Cc1cc2nc(-c3ccc[nH]c3=O)n(Cc3ccc(F)cc3)c2cc1C	i	34.6%	-0.3%	1.9%	10.1%
COc1ccc2c(c1)c(C(=O)CN1CCCCC1)c(C)n2C	6.7%	8.6%	11.7%	-22.3%	0.2%
O=C(CSc1ncccn1)NCCC1=CCCCC1	0.0%	7.9%	2.5%	-13.0%	13.5%
Cc1ccc(-n2c(N)c(C(=O)NCc3ccco3)sc2=S)cc1	0.7%	17.3%	-3.8%	5.5%	0.6%
CCn1c(CC(=O)Nc2cccc(OC)c2)nnc1SCC(=O)Nc1nccs1	i	3.7%	-4.5%	14.4%	0.7%
Cc1nn2c(-c3ccc(F)cc3)ccnc2c1Br	i	1.2%	9.8%	-10.4%	-0.8%

Additional records follow.
SMILES	inhibitors of VEEV	tuberculosis growth	PhoP GFP inhibition	H1N1 NS1A inhibition	H37Rv inhibition	others
O=C(COc1ccccc1F)Nc1ccc(N2CCOCC2)cc1N1CCOCC1	0.8%	x	x	-0.3%	x
COc1ccc(Cl)cc1NC(=O)NCc1ccccn1	10.2%	3.7%	-7.8%	-17.9%	-7.9%
O=C(CN1C(=O)NC2(CCCCC2)C1=O)NCCCSc1ccccc1	1.7%	5.6%	x	-2.7%	-10.8%
Cc1cccc(C(=O)N(Cc2nc3ccccc3c(=O)[nH]2)C2CCCCC2)c1	5.9%	19.9%	-0.1%	4.5%	2.8%
N#Cc1cc2ccccc2nc1SCC(=O)Nc1ccc(S(=O)(=O)N2CCCC2)cc1	1.6%	44.5%	0.8%	-14.1%	2.5%
CCc1cc(C)cc(OCCNC(=O)c2ncn[nH]2)c1	0.1%	0.1%	-3.5%	-9.1%	0.3%
CC1CCc2cc(F)ccc2N1C(=O)CSc1nnc2c(n1)[nH]c1ccc(F)cc12 (stereo not drawn)	u	1.2%	1.4%	-3.5%	8.7%
Cc1cccc(N(CC(=O)NCc2ccco2)C(=O)CCC(=O)Nc2nccs2)c1C	i	-5.4%	-1.6%	4.6%	-13.2%
Cc1cc(C)n(-c2ccc(C(=O)OCC(=O)Nc3ccc(S(N)(=O)=O)cc3)cc2)n1	i	0.4%	x	-14.9%	-3.1%
Nc1ccc(S(=O)(=O)NC2=NCCCCC2)cc1	0.1%	3.2%	5.6%	-2.3%	4.9%
Clc1ccc(CN2CCCCCC2)cc1	i	-9.8%	8.8%	0.8%	-1.1%
CCC(CC)C(=O)NCCN1CCN(C(=O)C(CC)CC)CC1	0.3%	-7.0%	-5.2%	-8.2%	3.3%
COc1ccc(Cl)cc1N(CC(=O)N1CCCCCC1)S(C)(=O)=O	1.0%	0.7%	-5.4%	-10.1%	-3.6%
c1ccc(CCNCc2cccnc2)cc1	i	5.9%	-0.9%	-10.8%	1.5%
CC(C)COC(=O)Nc1nnc(SCCOc2ccccc2)s1	2.6%	4.5%	-2.8%	-3.2%	5.5%
CCOCCCNC(=O)C(Cc1ccccc1)NS(=O)(=O)c1cccc2nsnc12 (stereo not drawn)	0.4%	12.1%	8.4%	1.2%	-2.0%
COc1ccc(C)cc1S(=O)(=O)n1cnc(C)c1	i	-5.2%	5.8%	-2.7%	5.6%
O=C(COCc1cc(-c2ccc3c(c2)OCO3)on1)N1CCN(c2cccc(Cl)c2)CC1	1.7%	-0.1%	3.2%	-0.6%	15.6%
CCCn1nc(C(=O)NNC(=O)c2cccc(C)c2)c2ccccc2c1=O	7.0%	28.9%	x	-14.9%	u
Cc1ccc(OCC(=O)Nc2ccc([N+](=O)[O-])cc2)cc1	0.7%	89.6%	1.4%	-10.7%	2.5%
Cc1ccc(CCNC(=O)C2CCC(=O)N2Cc2cccnc2)cc1 (stereo not drawn)	0.3%	10.2%	8.3%	-4.9%	-6.8%
CCc1cccc(NC(=O)c2ccc3c(=O)n4c(nc3c2)CCCCC4)c1	8.0%	49.7%	2.3%	2.6%	-3.2%
COc1ccc(-n2c(C)nc3sc4c(c3c2=O)CCCC4)cc1	x	21.5%	-21.9%	x	u
CSc1nsc(NC(=O)Nc2ccccc2)n1	0.9%	40.7%	4.8%	3.9%	-2.4%
Cc1c(NC(=O)Nc2ccccc2)cccc1[N+](=O)[O-]	i	-4.5%	2.6%	12.5%	-7.4%	inhibitors of VEEV 10K pilot screen=0.8
CCOC(=O)c1c(N)sc2c1CCN(CCc1ccccc1)C2	0.5%	23.6%	-8.2%	-0.7%	-5.7%
COc1ccccc1/C=C(/C(=O)OCC(=O)Nc1ccccc1C(C)C)c1ccccc1	i	10.8%	-5.6%	-1.8%	18.7%	inhibitors of VEEV 10K pilot screen=8.3

Source: PubChem
